# Compound activity (PubChem BioAssay)
# Arrestin-AP2 inh: human beta-arrestin and AP2 interaction inhibition | FITC-arrestin peptide / GST-AP2 beads, flow cytometry; AP2 beta2 appendage carries R879A mutation | AID 504490 | actives 0.31% (n = 340,000) | inhibition, % at 10 µM;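 active means inhibition above a set limit, near 3 SD of compounds lacking own fluorescence, cut at about 54% in these data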;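 further: plate controls were DMSO wells for no effect and 5 µM unlabelled arrestin peptide for full effect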
#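 Material – GST-tagged AP2 beta2-adaptin appendage (R879A) on 4 µm glutathione beads · Probe or stimulus – fluorescein-tagged arrestin peptide at 50 nM final · Timing – 12 min plus 1 h, RT · Detection – bead flow cytometry, FITC channel · Read-out basis – inhibition as reduced fluorescein signal on beads, percent · Medium – PBS plus Tween 20 (0.05%) and BSA (0.1%)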
# PfHsp90 yeast 2: inhibits growth of yeast expressing Plasmodium falciparum Hsp90 | S. cerevisiae expressing PfHsp90, BacTiter-Glo ATP, 48 h; yeast lacking PDR1 and PDR3 efflux regulators | inhibition, % at 9.4 µM | actives 0.32% (n = 310,000);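 active means every replicate shows inhibition above about 80%, whatever the replicate mean, limit read from the data; inconclusive means mean inhibition reaches the set limit but some replicate falls short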;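 further: 0% = DMSO neutral controls and 100% = 20 µM radicicol positive controls; yeast relying on Plasmodium falciparum Hsp90 in place of its own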
# Pemphigus Ab inh: human desmoglein-3 autoantibody binding inhibition; P32926; AID 588358; binding (percent of control), % at 10 µM; actives 0.48% (n = 310,000); DSG3-coupled beads, scFv-anti-DSG3-GFP binding, flow cytometry; active compounds read low;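 active means binding more than 3 SD below its plate's average and above zero; inconclusive means below that plate limit but binding exactly zero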;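 further: hits lower antibody fragment binding to DSG3; some compounds called inactive have numbers as strong as hits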
# Target sequence (P32926 whole entry, looked up, the tested form may be a part): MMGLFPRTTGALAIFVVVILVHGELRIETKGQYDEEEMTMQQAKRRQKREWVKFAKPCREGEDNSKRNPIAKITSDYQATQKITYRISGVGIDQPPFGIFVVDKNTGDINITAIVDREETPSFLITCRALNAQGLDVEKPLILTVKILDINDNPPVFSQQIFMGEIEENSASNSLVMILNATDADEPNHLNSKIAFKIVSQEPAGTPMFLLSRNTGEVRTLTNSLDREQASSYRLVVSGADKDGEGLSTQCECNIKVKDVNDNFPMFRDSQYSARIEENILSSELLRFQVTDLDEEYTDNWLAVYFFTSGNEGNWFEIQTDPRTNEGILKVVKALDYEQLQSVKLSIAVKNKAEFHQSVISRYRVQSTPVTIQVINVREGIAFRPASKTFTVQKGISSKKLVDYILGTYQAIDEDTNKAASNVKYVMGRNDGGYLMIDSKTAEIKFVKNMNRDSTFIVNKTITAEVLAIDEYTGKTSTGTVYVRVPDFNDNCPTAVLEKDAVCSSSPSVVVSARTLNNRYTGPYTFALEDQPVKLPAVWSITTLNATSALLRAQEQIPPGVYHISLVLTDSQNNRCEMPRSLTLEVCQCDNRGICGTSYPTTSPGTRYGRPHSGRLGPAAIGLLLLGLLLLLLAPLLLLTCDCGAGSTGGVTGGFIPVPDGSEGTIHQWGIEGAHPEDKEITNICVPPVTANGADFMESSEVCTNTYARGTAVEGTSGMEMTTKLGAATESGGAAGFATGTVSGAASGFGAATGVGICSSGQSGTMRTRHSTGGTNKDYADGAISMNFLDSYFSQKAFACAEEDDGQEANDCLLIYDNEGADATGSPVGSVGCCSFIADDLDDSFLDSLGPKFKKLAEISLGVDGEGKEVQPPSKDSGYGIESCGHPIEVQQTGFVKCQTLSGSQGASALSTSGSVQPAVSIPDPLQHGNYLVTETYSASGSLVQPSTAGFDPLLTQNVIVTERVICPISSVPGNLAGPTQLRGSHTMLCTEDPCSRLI
# Ecoli viability: reduces bacterial viability in AddAB counter-screen | E. coli V3065 growth, OD600 absorbance, 18 h | inhibition, % at 11.9 µM | actives 0.27% (n = 330,000) | AID 449728;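 active means inhibition above the campaign's mean inhibition across all tested compounds plus 3 SD, cut at about 9.9% in these data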;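 further: uninfected addAB+ strain grown without phage in ampicillin broth; 0% = DMSO wells and 100% = ciprofloxacin 0.95 µg/ml wells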
# OPRM1-OPRD1 ag: OPRM1-OPRD1 heterodimerization agonism; P35372+P41143; cells, luminescence; activation, % at 9.3 µM; actives 0.3% (n = 340,000); in the data active means activation above about 18%;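 further: 0% = vehicle-treated cells and 100% = reference agonist; values of inactives mirror those of a sister screen read the other way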
# Mot1-301 SUMO: SUMOylation pathway inhibition by Mot1-301 growth rescue; S. cerevisiae Mot1-301 growth rescue, ATP luminescence, 38.5C; percent above DMSO median, 100 means doubled; growth rescue, % at 18.8 µM; actives 1% (n = 320,000); AID 2716;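 active means every valid replicate shows activation above 250% relative to neutral control wells; inactive means the rest, any valid replicate at or below 250%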;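 further: OY570 slx delta 5 strain wells were the positive control but not used for scaling; some compounds called inactive have numbers as strong as hits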
# Tat export inh: inhibitors of E. coli Tat protein transport; actives 0.036% (n = 340,000); AID 488895; inhibition, % at 10 µM; E. coli MC4100 TorA-mCherry Tat export, fluorescence;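 active means mean replicate inhibition at least 50% and at least half of replicates individually reaching 50%; inconclusive means only one of the two criteria met; inactive means neither criterion met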;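 further: exported cargo escapes ClpAP degradation while cytoplasmic cargo is degraded and loses fluorescence; 0% = median of neutral control wells and 100% = median of NaSCN control wells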
# AddAB inh: less growth of phage-infected E. coli with AddAB; E. coli expressing H. pylori AddAB, absorbance growth; inhibition, % at 11.9 µM; actives 0.29% (n = 330,000); AID 435030; in the data active means inhibition above about 12%;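 further: 0% = vehicle wells of infected cells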
# phage Ecoli inh: E. coli growth loss with phage present; growth absorbance; inhibition, % at 11.9 µM; actives 0.26% (n = 360,000); in the data active means inhibition above about 11%
# MOR-DOR inv ag: mu-delta opioid heterodimer inverse agonism | P35372+P41143 | cell-based MOR-DOR heterodimer luminescence | inhibition, % at 9.3 µM | actives 0.21% (n = 340,000) | AID 504357; in the data active means inhibition above about 22%, passing the limit was not always enough;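 further: 0% = cells with DMSO and 100% = wells without cells with DMSO; values of inactives mirror those of a sister screen read the other way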
# PKA-R1A act: activators of PKA-R1A complex; P00514+P68181; PKA-R1A dissociation, Cy5-IP20 fluorescence polarization; scaled: DMSO 0%, 113 µM cGMP 100%; actives 0.083% (n = 340,000); activation, % at 11.4 µM;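 active means percent activation above the mean of all tested compounds plus 3 SD, cut at about 19% in these data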;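 further: higher means more PKAc released from R1A so a rise in polarization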
# An asterisk follows results filed as active; u = inconclusive; x = not tested or not shown.
# Start of the listing, in advance, 10 compounds:
SMILES,Arrestin-AP2 inh,PfHsp90 yeast 2,Pemphigus Ab inh,Ecoli viability,OPRM1-OPRD1 ag,Mot1-301 SUMO,Tat export inh,AddAB inh,phage Ecoli inh,MOR-DOR inv ag,PKA-R1A act
CCc1c(C)c(C#N)c2nc3ccccc3n2c1NCCN(C)C,4,17,101,-1.0,-2.0,-10,0,-0.9,1.3,11,-2
CCn1c(SCC(=O)NC2CCCCC2)nnc1-c1ccccn1,-16,-3,117,-2.2,-2.8,-6,4,-2.2,2.2,15,-14
COc1ccccc1CN1CCN(C(CC(C)C)c2nnnn2Cc2cccs2)CC1 (centres undefined),4,-21,94,0.3,46*,-19,-9,2.6,0.8,-268,-7
CCCCC1CCC(C(=O)Nc2ccccc2N2CCOCC2)CC1 (centres undefined),-2,-4,115,0.3,4.8,x,5,2.3,1.6,-19,3
Nc1cccnc1Oc1ccccc1F,3,12,97,-0.1,-2.0,7,-6,0.4,3.5,10,0
COc1cccc(NC(=S)NCCC(c2ccccc2)c2ccccc2)c1,-4,5,97,8.9,1.1,-24,14,3.8,1.7,-5,4
Cn1c(-c2ccc(F)cc2)cnc1NCc1cc2c(cc1[N+](=O)[O-])OCO2,9,-23,98,0.7,-1.0,3,2,2.8,3.4,5,0
CSc1ccccc1C(=O)Nc1cccc(N(C)S(C)(=O)=O)c1,-9,-19,102,0.4,-2.2,17,-5,-0.2,0.8,12,3
COc1ccc(-n2nnnc2/C(=C/N(C)C)C(=O)c2ccccc2)cc1,-11,-3,103,-0.7,-1.1,-4,-3,0.3,0.5,5,-5
CCOC(=O)c1c(C)nc2ccccc2c1-c1ccccc1,16,11,112,2.6,3.5,11,7,5.3,2.4,-19,-2

# The list itself, previewed entries included:
SMILES,Arrestin-AP2 inh,PfHsp90 yeast 2,Pemphigus Ab inh,Ecoli viability,OPRM1-OPRD1 ag,Mot1-301 SUMO,Tat export inh,AddAB inh,phage Ecoli inh,MOR-DOR inv ag,PKA-R1A act
CCc1c(C)c(C#N)c2nc3ccccc3n2c1NCCN(C)C,4,17,101,-1.0,-2.0,-10,0,-0.9,1.3,11,-2
CCn1c(SCC(=O)NC2CCCCC2)nnc1-c1ccccn1,-16,-3,117,-2.2,-2.8,-6,4,-2.2,2.2,15,-14
COc1ccccc1CN1CCN(C(CC(C)C)c2nnnn2Cc2cccs2)CC1 (centres undefined),4,-21,94,0.3,46*,-19,-9,2.6,0.8,-268,-7
CCCCC1CCC(C(=O)Nc2ccccc2N2CCOCC2)CC1 (centres undefined),-2,-4,115,0.3,4.8,x,5,2.3,1.6,-19,3
Nc1cccnc1Oc1ccccc1F,3,12,97,-0.1,-2.0,7,-6,0.4,3.5,10,0
COc1cccc(NC(=S)NCCC(c2ccccc2)c2ccccc2)c1,-4,5,97,8.9,1.1,-24,14,3.8,1.7,-5,4
Cn1c(-c2ccc(F)cc2)cnc1NCc1cc2c(cc1[N+](=O)[O-])OCO2,9,-23,98,0.7,-1.0,3,2,2.8,3.4,5,0
CSc1ccccc1C(=O)Nc1cccc(N(C)S(C)(=O)=O)c1,-9,-19,102,0.4,-2.2,17,-5,-0.2,0.8,12,3
COc1ccc(-n2nnnc2/C(=C/N(C)C)C(=O)c2ccccc2)cc1,-11,-3,103,-0.7,-1.1,-4,-3,0.3,0.5,5,-5
CCOC(=O)c1c(C)nc2ccccc2c1-c1ccccc1,16,11,112,2.6,3.5,11,7,5.3,2.4,-19,-2
O=C(/C=C/c1ccco1)NC(=S)Nc1ccc(N2CCOCC2)c(Cl)c1,-5,28,x,1.7,-4.4,-9,9,2.7,-0.2,18,-6
O=C(COC(=O)c1cccc(OC(F)F)c1)Nc1ncccn1,42,-2,103,0.0,-1.6,-9,1,3.2,-1.5,8,-2
COc1ccc(CC(=O)Nc2cc(C)on2)cc1OC,-1,-48,99,1.8,-1.0,-12,-2,-0.3,0.7,6,6
CCOc1ccc(Br)cc1CC(=O)O,23,-2,109,-1.4,-2.7,19,-5,3.1,2.0,11,2
Cc1ccccc1NC(=O)CCCCC(=O)Nc1ccccc1C,-13,2,109,-0.3,-1.3,-8,4,3.5,0.2,6,6
CCOCCOC(=O)Cn1cnc2scc(-c3ccc(C)cc3)c2c1=O,32,-5,126,-0.5,-2.9,-5,-3,3.5,3.8,14,1
c1ccc(-n2cc(CN3CCCC(CN4CCCC4)C3)c(-c3ccc4c(c3)OCO4)n2)cc1 (centres undefined),-2,-35,120,-0.9,0.6,101,0,3.7,6.0,-4,-9
CCCCCn1c(=O)[nH]c2cc(C(=O)NCCN3CCCCC3C)ccc2c1=O (centres undefined),16,-2,117,-1.5,-1.3,-8,-26,3.9,x,9,13
Cc1oc(-c2ccccc2F)nc1CS(=O)(=O)CC(=O)NCCN1CCCC1,-15,-4,110,-2.7,-1.8,-8,-5,1.9,3.3,9,0
CCC(C)(C(=O)NC1CCCCC1)N(CC1CCCO1)C(=O)CNC(=O)c1ccccc1 (centres undefined),9,x,103,-1.1,-2.8,-15,0,-0.7,2.6,16,2
O=C(Nc1cnn(Cc2ccc(Cl)cc2Cl)c1)c1noc2c1CCCC2,-6,-59,103,2.6,8.0,66,13,1.6,1.4,-48,3
CCN(CC)S(=O)(=O)c1ccc(N2CCOCC2)c(NS(=O)(=O)c2cc(C(C)(C)C)ccc2C)c1,-1,27,110,-1.8,-0.1,138,17,0.7,0.9,0,-5
CCOC(=O)c1sc(=S)n(-c2ccc(C)cc2)c1N,-2,-3,102,-2.3,5.7,16,14,5.0,1.5,-29,-4
CC(NC(=O)c1ccc(=O)oc1)c1ccccc1 (centres undefined),7,-1,104,1.9,-2.5,-9,-10,-0.9,1.0,14,0
CC(C)CNC(=S)NNC(=O)c1csc2ccccc12,7,x,102,-0.9,1.1,14,4,-1.8,1.2,-6,-4
CCc1nc2c(c(SC)nn2-c2ccccc2)c(N)c1C(=O)OC,-14,-1,99,2.1,-2.0,10,16,-1.5,1.8,12,2
COc1ccc(N2CCN(CCOc3ccc4c(C)cc(=O)oc4c3)CC2)cc1,3,-16,92,0.2,-1.8,-8,6,0.2,3.5,9,2
Nc1nc(Nc2ccc(Cl)cc2)nc(NCCO)c1[N+](=O)[O-],0,x,96,1.3,x,3,x,-0.3,0.5,x,x
Cc1ccc(S(=O)(=O)N2CCOCC2)cc1NC(=O)COC(=O)c1cnc(Cl)c(Cl)c1,1,-20,104,x,-0.6,x,-1,x,-0.5,4,2
COc1ccc(C)cc1NC(=O)C(OC(=O)Cn1cnc2c1c(=O)n(C)c(=O)n2C)c1ccccc1 (centres undefined),-1,-11,106,-0.6,-5.3,0,0,0.2,3.2,26,-13
CCn1c(Cc2ccccc2)nnc1SCC(=O)Nc1ccccc1O,26,10,102,1.1,-1.6,-13,-3,3.3,4.4,8,-3
O=C(CCCCl)NC(=S)Nc1cc(C(F)(F)F)ccc1N1CCOCC1,13,-21,95,-0.9,3.1,-11,1,1.2,2.9,-16,0
CCCCc1cc(=O)oc2cc(C)cc(OCC(=O)N3C[C@H]4C[C@@H](C3)c3cccc(=O)n3C4)c12,2,8,99,-2.7,-2.2,48,-8,-0.2,1.0,11,-5
Cc1ccc(N2C(=O)CC(NNC(=O)c3cccc(S(=O)(=O)N4CCCC4)c3)C2=O)cc1 (centres undefined),33,3,101,-0.8,-1.9,3,-1,-1.2,3.8,10,2
COc1cc2c(cc1OC)C(=S)NC1(CCCC1)C2,-10,4,97,-0.7,-4.7,-20,2,1.7,2.1,23,-9
Cc1cccc(-c2cccc(NC(=O)C3CCCN(C(=O)c4csc(C)n4)C3)c2)c1 (centres undefined),31,21,x,0.1,3.1,8,4,-0.3,-0.5,-15,0
Cc1cccc(-n2c(CNC(=O)c3cccc([N+](=O)[O-])c3C)n[nH]c2=S)c1,-7,8,100,1.1,-0.8,38,6,1.0,6.2,4,-13
CN(C)c1ccc(/C=N/NC(=O)C(O)(c2ccccc2)c2ccccc2)o1,61*,-18,60,-1.0,0.2,19,3,1.0,2.4,-1,12
O=C(CSc1nc2ccc(NC(=O)c3ccccc3C(=O)O)cc2s1)Nc1ccc(F)c([N+](=O)[O-])c1,14,-28,56,1.8,8.6,13,-5,4.9,0.6,-48,-10
COC(C(=O)Nc1ccnn1C1CCN(Cc2cnn(C)c2)CC1)c1ccccc1 (centres undefined),35,4,102,2.6,-2.0,497*,-3,1.1,4.0,14,1
CN(CCc1ccccn1)C(=O)CC1C(=O)NCCN1Cc1ccc(-c2ccccc2)cc1 (centres undefined),0,x,114,0.4,-2.1,14,10,1.2,3.7,10,-1
Cc1ccccc1OCC(=O)Nc1nnc(C2CC2)s1,-13,-2,x,-0.6,0.0,22,-2,1.8,1.3,0,7
COC(=O)c1cc(S(=O)(=O)N2c3ccccc3CC2C)c[nH]1 (centres undefined),29,2,113,0.8,0.3,-3,6,4.1,1.0,-2,5
Cc1c(NC(=O)c2c(F)c(F)c(F)c(F)c2F)c(=O)n(-c2ccccc2)n1C,-1,-2,106,0.3,-2.9,63,7,4.7,-0.3,15,-8
CC(OC(=O)c1cccnc1Cl)C(=O)NCc1ccccc1 (centres undefined),4,11,x,0.0,-1.8,-21,-5,-1.6,-2.8,8,-2
CCCCC(=O)Nc1nnc(S(=O)(=O)N(C)Cc2ccco2)s1,32,-10,107,1.7,-2.8,20,-1,4.9,1.7,14,-6
CCn1c(=O)c(=O)[nH]c2cc(C(=O)N3CCN(c4ccccc4F)CC3)ccc21,-4,-80,98,0.8,0.0,2,-1,-1.5,4.3,0,-4
CC(=O)Nc1sc(N)nc1-c1ccccc1,2,-8,100,0.7,-2.2,10,-4,0.3,2.4,12,-9
CSc1nsc2nc(=O)c(/C=C3\C=Nc4ccccc43)c(N)n12,-1,-4,97,2.5,-2.5,7,-2,1.3,3.2,13,-5
CCOC(=O)c1nc(NCc2ccccc2F)c2ccccc2n1,-2,-44,85,-1.6,-3.2,-22,u,3.0,1.8,16,-1
CCOC(=O)C1CC2CC(C1)CN(C(=O)C1CCCCC1)C2 (centres undefined),9,8,102,-1.4,-2.3,7,-2,1.8,0.8,11,1

# Outcome played no part in choosing rows (roughly 2.8% active in at least one column).
